Calpain2 inh: calpain II (pig) inhibition; purified calpain II, fluorogenic peptide substrate, 30 min; inhibition, % at 16 µM; 0.37% of 220,000 active;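 active = inhibition above about 50%, limit read from the data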
EP2 antag: blocks the human prostaglandin E2 receptor EP2; AID 1422; P43116; inhibition, % at 25 µM; C6 glioma cells expressing human EP2, cAMP TR-FRET; cells stimulated with saturating PGE2; 0.52% of 260,000 active;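 active = percent inhibition above 40 after rounding to a whole number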;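 also: rat C6 glioma host cells with rolipram phosphodiesterase inhibitor present; the protocol text gives 20 µM as final concentration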
EP2 modulator: modulates human prostaglandin E2 receptor EP2 signaling; induction, % at 25 µM; P43116; 0.83% of 260,000 active; EP2-expressing cells, cAMP HTRF FRET, PGE2 co-stimulation; AID 940;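 active = compounds whose cAMP rise, as percent of the full-agonist control response, exceeds 60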;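 also: rat C6 glioma line stably carrying human EP2 under a CMV promoter; the protocol text gives 20 µM as final concentration; 100% = response of wells given 1 µM PGE2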
14-3-3 Bad PPI: disrupts binding of bovine 14-3-3 zeta to phospho-Bad peptide. P63103. TR-FRET 14-3-3zeta/Dy647-pBad peptide displacement, 1 h. inhibition, % at 21.7 µM. 0.71% of 220,000 active. AID 781;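 active = inhibition above about 70%, limit read from the data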;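 also: 0% = full 14-3-3 plus peptide FRET controls and 100% = background without 14-3-3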
Target sequence (P63103 whole entry, looked up): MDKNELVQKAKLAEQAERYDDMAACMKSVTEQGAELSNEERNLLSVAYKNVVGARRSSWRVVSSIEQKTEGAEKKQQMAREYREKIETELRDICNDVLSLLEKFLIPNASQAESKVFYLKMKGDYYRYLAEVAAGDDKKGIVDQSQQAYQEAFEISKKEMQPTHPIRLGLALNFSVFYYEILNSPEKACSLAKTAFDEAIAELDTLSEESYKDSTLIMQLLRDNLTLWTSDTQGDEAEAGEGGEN
eIF4E-4G inh: eIF4E/eIF4G interaction inhibition in translation initiation; P63073+Q04637; TR-FRET eIF4E-eIF4GI(517-606) binding, 2 h; inhibition, % at 21.7 µM; 0.37% of 220,000 active;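 active = inhibition above about 30%, limit read from the data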;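 also: 0% = full FRET control wells and 100% = background wells lacking eIF4GI fragment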
TbHK1 inh: T. brucei hexokinase 1 inhibition; inhibition, % at 10 µM; AID 1430; 0.11% of 220,000 active; recombinant TbHK1, G6PDH-coupled NADH A340;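 active = inhibition of 50% or more in the single-dose primary screen; inactive = inhibition below 50%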
Rad51 HR inh: Rad51 (human) homologous recombination inhibition; Q06609; hRad51 DNA strand exchange, fluorescence dequenching; inhibition, % at 10 µM; 0.085% of 200,000 active;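 active = inhibition above 40% at the single screening dose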;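 also: 0% = DMSO control wells and 100% = blanks with heterologous ssDNA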
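System: human Rad51 nucleoprotein filaments preassembled on unlabelled ssDNA. Reagent: labelled 47-mer dsDNA for strand exchange. Schedule: 30-min compound preincubation and 15-min exchange, both room temperature. Measured by: FRET fluorescence dequenching, excitation 485 nm, emission 520 nm. Read-out: Fluorescence-based percent inhibition, control- and blank-normalised. Benchmarks: plate controls and plate blanks.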
zVAD death inh: blocks zVAD induced death of L929 cells; L929 zVAD necroptosis rescue, ATP luminescence, 24 h; with zVAD 60 µM; viability rescue, % at 10 µM; 0.38% of 220,000 active;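 active = activation, scaled between plate controls, above about 75%, limit read from the data; inactive = activation under that limit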;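 also: 0% = zVAD with DMSO and 100% = DMSO alone without zVAD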
Hck Nef HTS: blocks Nef-activated human Hck kinase; P08631; Recombinant Hck-YEEI plus Nef, Z-Lyte FRET kinase assay; inhibition, % at 20 µM; 0.68% of 220,000 active; AID 463187;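 active = Hck-Nef kinase inhibition above about 50%, limit read from the data; inactive = inhibition below that limit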;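 also: 0% = DMSO with Hck plus Nef and 100% = Hck alone without Nef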
Target sequence (P08631 whole entry, looked up): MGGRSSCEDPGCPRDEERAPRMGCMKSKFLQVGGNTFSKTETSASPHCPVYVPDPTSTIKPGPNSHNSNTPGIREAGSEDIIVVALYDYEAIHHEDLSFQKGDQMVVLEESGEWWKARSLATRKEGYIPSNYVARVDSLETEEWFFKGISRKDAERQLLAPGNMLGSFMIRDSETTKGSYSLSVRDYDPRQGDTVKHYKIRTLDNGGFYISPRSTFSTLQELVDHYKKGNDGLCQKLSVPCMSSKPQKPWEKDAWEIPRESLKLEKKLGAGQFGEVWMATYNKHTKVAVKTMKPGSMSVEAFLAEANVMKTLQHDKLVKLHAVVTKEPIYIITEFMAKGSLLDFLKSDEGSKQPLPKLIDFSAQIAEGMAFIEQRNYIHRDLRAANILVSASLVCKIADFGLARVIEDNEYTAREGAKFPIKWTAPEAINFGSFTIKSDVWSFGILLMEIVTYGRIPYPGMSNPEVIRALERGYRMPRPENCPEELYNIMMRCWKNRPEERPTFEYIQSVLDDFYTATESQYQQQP
Starred values were filed as active, the others as inactive; / = no result given; & = joins results of further samples; [ ] = remark or other dose. Only part of the results is shown, so the mix of outcomes need not match the whole.

compound,eIF4E-4G inh,Calpain2 inh,EP2 modulator,EP2 antag,Rad51 HR inh,14-3-3 Bad PPI,zVAD death inh,TbHK1 inh,Hck Nef HTS
Cc1nc2scc(-c3cccs3)c2c(=O)[nH]1,2[fluorescence artefact?],-34,-2,9,8,3[fluorescence artefact?],0.7,1,3
O=C(Nc1nnc(-c2ccc3c(c2)CCCC3)o1)c1c(F)cccc1F,-8,-7,-18,8,-3,-10,0.6,1,16
O=c1[nH]c(SCc2ccccc2)nc2[nH]ncc12,-2,1,-17,2,/,-5,-0.6,6,13
Cc1cc(C)cc(NC(=O)N2CCCN(c3c(Cl)cncc3Cl)CC2)c1,1,-15,-47,21,-3,-8,0.6,-8,23
COc1cc(OC)cc(-c2nc(-c3ccccc3OC)no2)c1,-8,-15,37,3,-5,1,-1.1,-3,-5
CCOC(=O)c1cn[nH]c1N,-1,-40,30,8,-4,13[fluorescence artefact?],-1.1,-9,0
CCOc1ccc2nc(NC(=O)c3cnc(C)cn3)sc2c1,-2[fluorescence artefact?],-15,-3,4,6,-7[fluorescence artefact?],-0.9,-24,5
CC(=O)NC1C(=O)N=C(SCC(=O)NC2CCCCC2)NC1=O (stereo not given),-5[fluorescence artefact?],5,5,0,3,10,1.6,0,-1
COC(=O)c1ccccc1NC(=O)c1cc([N+](=O)[O-])nn1Cc1ccccc1,15[fluorescence artefact?],-5,43,1,11,-2,0.0,0,-1
COc1cc(/C=C(\C#N)c2ccccn2)ccc1OCC(=O)Nc1ccc(Br)cc1,0,-425,-76,12,4,28[fluorescence artefact?],1.6,-11,7
Cc1cccc(C)c1NC(=S)N(CCCN1CCCCC1)Cc1ccco1,-4,-22,25,10,19,-1,-0.5,-4,0
CCOC(=O)CNC(=O)c1ccc2[nH]c3ccccc3c2c1,2,-218,-74,10,-6,-3,6.5,6,14
O=C(NC1CCCCC1)C(c1ccccc1)N1CCc2ccccc21 (stereo not given),-4,5,3,10,1,1,-0.2,-1,-1
COC(=O)CCC(=O)OC1(C)C(=O)C2=CN(C(CO)CO)C(c3ccc(OC)cc3)=CC2=C(Br)C1=O (stereo not given),-3,-3,13,16,-4,-8,0.6,-24,8
O=C1c2ccccc2C(=O)N1CCCCN(C(=O)c1ccco1)c1ccc(Cl)cc1,8,20,4,9,1,19,-0.7,38,0
COc1ccc(C(=O)NNC(=O)c2ccc(S(=O)(=O)N3CC(C)OC(C)C3)cc2)cc1 (stereo not given),1,-13,17,8,13,-7,0.6,-7,-6
COc1ccc(OC)c(NC(=O)CSCC(=O)O)c1,-5[fluorescence artefact?],0,4,11,-3,4,2.3,-2,-11
O=C(O)c1nccnc1C(=O)Nc1ccccc1-c1ccccc1,3,11,-18,12,13,0,0.0,-15,2
COC(=O)C(C)Sc1ccc2nnc(-c3ccccc3)n2n1 (stereo not given),1,-194,6,4,0,-11,1.7,-2,21
COc1cc([N+](=O)[O-])ccc1-c1ccc(/C=N/NC(=O)c2ccccc2O)o1,9,54*,-50,9,-19,89*,0.6,-26,74*
CCc1cccc(C)c1NC(=S)NCc1ccc2c(c1)cc(C)n2C,3,-5,-34,12,-7,-1,/,3,-4
CN(CC(O)COc1ccc(OCC(O)CN(C)C2CCCCC2)cc1)C1CCCCC1 (stereo not given),-1,-7,-39,2,5,-21,0.2,-6,0
CCCc1cc2c(-c3ccccc3)cc(=O)oc2cc1OCc1ccc(C(=O)O)o1,4,-36,55,5,7,0,0.7,-8,7
CCOC(=O)C1CCCN(Cc2ccc(OC)cc2OC)C1 (stereo not given),/,23,0,4,-14,/,0.6,3,1
CCC(Sc1nc2cc(OC)c(OC)cc2c(=O)n1Cc1ccco1)C(=O)NCCOC (stereo not given),-2,20,6,2,-1,-1,-0.1,-11,0
CN(C)CCCn1c(N)c(S(=O)(=O)c2ccccc2)c2nc3ccccc3nc21,-6,-304,-19,16,-7,-2,-0.4,-28,85*
Cc1c(/C=C/C(=O)c2ccccc2O)cnn1C,2,-6,-37,11,/,8[fluorescence artefact?],0.4,-5,8
O=C(NCc1ccccc1Cl)NC(=O)c1ccccc1,-3,24,-31,4,-9,8,1.0,8,14
O=S(=O)(Nc1nc2ccccc2s1)c1cnc(Cl)c(Br)c1,6,34,-38,2,2,0,0.5,-11,8
CCCCn1nc(C(=O)Nc2ccc(S(=O)(=O)Nc3ncccn3)cc2)c2ccccc2c1=O,0,-28,22,11,1,-4,2.4,-1,16
CCc1c(C)sc(NC(=O)c2cccs2)c1C(N)=O,18,22,-7,7,4,14,72,-5,-1
O=C(Nc1ccccc1)Nc1ccc2snnc2c1,-1,1,-48,12,-1,-1[fluorescence artefact?],1.5,2,6
Cc1cccc(N2C(=O)SC(N(C)c3ccccc3)C2=O)c1 (stereo not given),3,-7,30,14,4,1,1.0,3,-1
C=CCc1cccc(OC)c1OCCOCCn1ccnc1,-2,12,5,6,/,15[fluorescence artefact?],-0.1,12,0
CCN1CCc2c(C#N)c(N3CCCCC3)nc(N3CCOCC3)c2C1,5,-284,21,7,-5,4,-0.4,-25,0
CCN(CC)c1ccc(/C=c2/sc3nnc(-c4ccccc4C)n3c2=O)cc1,-64[fluorescence artefact?],-2,12,48*,2,-38[fluorescence artefact?],-0.1,11,-1
c1ccc(CN2CCN(Cc3nnc(-c4ccccc4)o3)CC2)cc1,-1,16,10,3,6,-21,2.5,-6,16
COc1ccc(NC(=O)Nc2ccccc2C(N)=O)cc1,1,13,-11,2,1,2,0.1,8,-14
Nc1nnc(-c2ccncc2)s1,3,-234,20,11,-2,-7[fluorescence artefact?],0.6,-4,5
COC(=O)C(C)n1nc(C)n(-c2ccc(C)cc2)c1=O (stereo not given),-5,14,-4,1,3,-3,-0.1,1,-1
COc1ccc(CN2C(=O)c3ccccc3C(/C=N/OCc3ccc(Cl)cc3)C2=O)cc1 (stereo not given),-1[fluorescence artefact?],-231,3,14,-13,-10,1.1,6,2
O=C1Nc2ccccc2N(O)N1c1cc(-c2cccc(Cl)c2)no1,-8[fluorescence artefact?],-2,1,2,4,-10[fluorescence artefact?],-0.4,-5,-3
CCOC(=O)N1CCN(C(=O)CN(C)S(=O)(=O)c2ccc3c(c2)C(C)(C)C(=O)N3C)CC1,-2,14,2,/,/,-3,3.7,6,-2
Cc1cccc(NC(=O)c2cc([N+](=O)[O-])ccc2Cl)c1O,1,-19,-26,3,-23,-7,0.9,-3,1
CCCCC(=O)N(c1ccc(C(=O)O)cc1)c1nc(-c2ccc(Cl)cc2)c(CC)s1,1,-1,37,7,-13,-7,23,28,23
Cc1ccc(OCc2nnc(SCC(=O)Nc3nccs3)n2-c2ccccc2)cc1C,2,9,7,11,-7,11,0.3,-2,-17
Cc1ccc2c(c1)C(=O)CC1(CCCC1)O2,1,-130,6,10,-5,3,0.2,-7,27
c1ccc(-c2cc3c(ccc4nonc43)nn2)cc1,-2[fluorescence artefact?],-9,14,7,-7,9[fluorescence artefact?],1.0,2,-4
CN(C)/C=N/c1cc(=O)[nH]c(=O)n1C,-2[fluorescence artefact?],21,21,12,1,3,-0.3,-1,-10
O=C(CCN1C(=O)COc2ccccc21)NCCN1CCN(c2ccccc2F)CC1,7[fluorescence artefact?],2,7,15,4,-9,-0.3,7,1
Cc1ccc(C(=O)NC2CC(C)(C)NC(C)(C)C2)cc1C,-13[fluorescence artefact?],-3,-10,12,-10,-1[fluorescence artefact?],0.6,5,0
CCOc1ccc(NC(=O)C(CC(=O)O)Cc2ccccc2)cc1 (stereo not given),-6,8,5,7,5,4,0.8,-2,-16
COc1ccc(C(=O)N/N=c2\oc3ccccc3cc2C(=O)NCc2ccccc2)cc1,13,9,8,4,-9,11[fluorescence artefact?],0.2,-3,3
CSc1nc(N)nc(C(C)C)n1,2,1,-12,7,/,4,1.2,-4,14
CCOC(=O)N1CCN(C(=O)CSc2nnc(-c3ccc(Cl)s3)o2)CC1,/,/,/,12,3,/,-0.1,2,-1
Cc1ccccc1-n1c(SCC(=O)N(C)C2CCS(=O)(=O)C2)nnc1-c1ccncc1 (stereo not given),-1,-12,21,9,-7,-5,2.3,3,16
CCN=C1SC(C(=O)Nc2cccc(Br)c2)CC(=O)N1CC (stereo not given),10,8,-25,1,-32,13,1.2,-1,1
Cc1[nH]nc2c1/C(=N\O)CC(C)(C)C2,-5,6,-5,8,/,7,1.1,1,2
CCOC(=O)C(=CNc1cccc(N)n1)C(=O)OCC,4,-6,31,1,-2,3,-0.1,-50,0
Cn1cc([N+](=O)[O-])c(C(=O)NCc2ccccc2)n1,2,-15,4,10,-3,-1,0.4,-2,1

An excerpt from above in order of their number in Calpain2 inh, ascending.
SMILES	Calpain2 inh
CN(C)CCCn1c(N)c(S(=O)(=O)c2ccccc2)c2nc3ccccc3nc21	-304
Cc1cccc(N2C(=O)SC(N(C)c3ccccc3)C2=O)c1 (stereo not given)	-7
Cc1[nH]nc2c1/C(=N\O)CC(C)(C)C2	6

The results go on.
compound,eIF4E-4G inh,Calpain2 inh,EP2 modulator,EP2 antag,Rad51 HR inh,14-3-3 Bad PPI,zVAD death inh,TbHK1 inh,Hck Nef HTS
CCN(CC)S(=O)(=O)c1ccc(Cl)c(NC(=O)COC(=O)c2ccc(O)cc2)c1,3,7,-16,7,5,-5,3.4,-2,21
CCC(C)NC(=O)C(=O)NCC1CCCN1CC (stereo not given),0,12,6&-18,14&10,-1,7,0.7,9,13
Cc1ccc(/C=C(\C#N)C(=O)NCC2CCCO2)o1 (stereo not given),-8,-3,-3,13,-3,-5,2.1,-37,2
COc1cccc(C2=NOC(C(=O)Nc3ccc(C(C)=O)cc3)C2)c1 (stereo not given),5,-13,-3,8,-6,0,0.3,-6,0
CCC(CC)NC(=O)c1cc([N+](=O)[O-])ccc1N1CCOCC1,4,21,23,6,-9,4,0.3,-25,2
CCC(=O)Nc1nc(CC(=O)Nc2ccccc2OC)cs1,2[fluorescence artefact?],16,24,18,3,-5,1.6,2,-11
COc1cccc(C(=O)Nc2cc3c(cc2C(C)=O)OCCO3)c1,-22,-34,15,8,6,10,0.6,27,-5
CCOC(=O)c1cc(-c2ccc(C)c([N+](=O)[O-])c2)nc2c1c(=O)n(C)c(=O)n2C,6,-30,21,10,2,-5,0.7,-20,14
COc1ccc(CCNC(=O)c2ccc3c(c2)NC(=O)C(N2CCOCC2)S3)cc1OC (stereo not given),2,5,-15,19,-6,8,2.9,4,9
CC(C)c1ccc(NC(=O)COc2ccc(C3SCCS3)cc2)cc1,-4,9,3,7,16,2,1.4,-3,18
Nc1ccc(-c2n[nH]c(=O)c3ccccc23)cc1N,-3,1,-7,10,-3,8,-0.3,-4,-8
Cc1ccccc1CNS(=O)(=O)c1ccccc1[N+](=O)[O-],-1,-1,-9,5,/,-6,0.4,5,9
CCCCc1ccc(/C=C2/C(=O)ON=C2c2ccccc2)s1,1[fluorescence artefact?],-74,52,8,/,-28[fluorescence artefact?],0.9,55*,4
CCOC(=O)c1cn(-c2ccc([N+](=O)[O-])cc2)c2cc(Cl)c([N+](=O)[O-])cc2c1=O,1,10,22,8,-6,2[fluorescence artefact?],0.8,-1,-1

Screens deposited in PubChem by several laboratories.
